# RBBP9 inhibitor: human RBBP9 hydrolase inhibition. O75884. recombinant RBBP9, FP-Rh probe fluorescence polarization. inhibition, % at 7.94 µM. 220,000 tested, 0.2% active. AID 1515;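 active = inhibition above the campaign mean of all tested compounds plus 3 SD, cut at about 14% in these data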;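 also: plate controls were DMSO wells with RBBP9 for no effect and wells lacking RBBP9 protein for full effect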
# Target sequence (O75884 whole entry, looked up): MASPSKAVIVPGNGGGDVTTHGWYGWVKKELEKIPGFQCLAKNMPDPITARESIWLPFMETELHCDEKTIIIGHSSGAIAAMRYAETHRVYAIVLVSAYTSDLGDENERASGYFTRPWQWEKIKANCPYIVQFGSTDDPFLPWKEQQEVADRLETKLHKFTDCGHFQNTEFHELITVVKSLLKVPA
#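 Test system: recombinant human RBBP9; Timing: 30 min then 45 min, 25 °C; Detection: fluorescence polarization; Control set: RBBP9 with DMSO as uninhibited control, no-protein wells as full inhibition; Compound dosing: one concentration, 7.94 µM nominal, 0.794% DMSO; Probe or stimulus: FP-Rh activity-based probe, 375 nM before mixing.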
# Runt-SMMHC FRET: inhibitors of human RUNX1 Runt domain binding to CBFb-SMMHC. 220,000 tested, 0.74% active. Q01196+Q13951. AID 1434. Cerulean-Runt/Venus-CBFb-SMMHC FRET ratio 530/480, 1 h. inhibition, % at 20 µM;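 active = mean inhibition across duplicate retests at 20 µM reaching about 50%, limit read from the data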;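 also: 0% = DMSO wells and 100% = wells with excess untagged CBFb-SMMHC; inhibitors lower the FRET ratio by blocking Runt binding to CBFb-SMMHC; some results filed as inactive read as strong as hits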
# Mdm2 ligase inh: inhibitors of human Mdm2 E3 ubiquitin ligase; AID 1230; 210,000 tested, 0.11% active; cell-based MDM2 ubiquitination luciferase reporter, 2 h; 0 = plate control, 100 = twice control, blank-subtracted; signal enhancement, % at 5 µM; Q00987;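 active = signal enhancement of 30% or more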;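 also: luminescence tracks abundance of the self-degrading MDM2-luciferase fusion protein; higher signal means inhibition of MDM2 E3 ligase activity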
#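 Material: Stable MDM2–luciferase fusion reporter cells | Amount: 2000 cells seeded into each well | Dosing: One concentration, 5 µM, with 0.2% DMSO | Incubation: 4 h cell settling then 2 h compound exposure, 37 °C | Measured by: Luciferase luminescence | Read-out basis: % enhancement relative to plate controls after blank subtraction | Benchmarks: Control and blank well means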
# NPY-Y1 PAM-ag: human NPY-Y1 potentiation or agonism, primary screen; P25929; NPY-Y1 expressing cells, potentiator/agonist activation; activation, % at 3.6 µM; 220,000 tested, 0.37% active; in the data active = activation above about 33%, passing the limit was not always enough;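 also: cells stimulated with NPY at EC10 then isoproterenol at EC100; 0% = low agonist plus stimulus and 100% = saturating agonist plus stimulus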
# Runt-CBFb FRET: inhibitors of human RUNX1 Runt domain binding to CBFb | Q01196+Q13951 | Cerulean-Runt/Venus-CBFb FRET ratio 530/480, 1 h | inhibition, % at 20 µM | 220,000 tested, 0.46% active | AID 1496;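 active = inhibition over about 50% at 20 µM in the single-dose screen, limit read from the data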;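 also: 0% = DMSO wells and 100% = excess unlabeled CBFb competitor control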
#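 test system = Cerulean-Runt domain fusion protein, energy donor | probe or stimulus = Venus-CBFb binding partner, 100 nM | incubation = two 1 h room-temperature incubations shielded from light | detection = fluorescence energy transfer, 422 nm excitation, 530/480 nm emission | measure = loss of energy transfer signal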
# p97 ATPase inh: human p97 ATPase inhibition | recombinant p97 ATPase, Kinase-Glo ATP luminescence, 3 h | 220,000 tested, 0.42% active | inhibition, % at 8 µM | AID 1481; in the data active = inhibition above about 15%;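 also: 0% = DMSO vehicle and 100% = wells lacking enzyme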
# Target sequence (P55072 whole entry, looked up): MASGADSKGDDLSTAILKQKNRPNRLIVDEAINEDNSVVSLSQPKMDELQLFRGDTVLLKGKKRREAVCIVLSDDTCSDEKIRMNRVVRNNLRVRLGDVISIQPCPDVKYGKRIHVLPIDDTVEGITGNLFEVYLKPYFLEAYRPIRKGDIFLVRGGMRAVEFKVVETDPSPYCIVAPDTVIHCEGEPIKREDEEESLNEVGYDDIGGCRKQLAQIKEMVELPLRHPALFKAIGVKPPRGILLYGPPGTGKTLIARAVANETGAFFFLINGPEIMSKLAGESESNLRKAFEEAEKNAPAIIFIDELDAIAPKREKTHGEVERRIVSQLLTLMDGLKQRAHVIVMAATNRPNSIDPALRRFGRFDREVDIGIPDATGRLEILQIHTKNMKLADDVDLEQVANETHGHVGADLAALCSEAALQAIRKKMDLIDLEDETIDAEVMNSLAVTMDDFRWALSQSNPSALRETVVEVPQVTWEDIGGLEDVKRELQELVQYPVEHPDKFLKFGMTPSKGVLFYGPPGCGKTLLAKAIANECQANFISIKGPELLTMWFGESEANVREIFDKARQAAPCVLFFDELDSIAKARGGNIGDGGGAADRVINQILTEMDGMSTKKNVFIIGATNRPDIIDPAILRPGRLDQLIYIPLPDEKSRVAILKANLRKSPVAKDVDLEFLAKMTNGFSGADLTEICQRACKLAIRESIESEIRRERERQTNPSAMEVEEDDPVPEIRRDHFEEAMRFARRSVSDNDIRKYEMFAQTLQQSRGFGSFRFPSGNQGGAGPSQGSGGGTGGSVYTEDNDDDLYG
# NPY-Y2 PAM-ag: potentiates or activates human NPY-Y2 receptor. P49146. cells expressing NPY-Y2, potentiator/agonist read-out. activation, % at 3.6 µM. 220,000 tested, 0.45% active. AID 1359; in the data active = activation above about 27%;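 also: cells stimulated with NPY near EC25 plus isoproterenol at EC100; 0% = vehicle plus submaximal agonist and 100% = vehicle plus saturating agonist; some results beyond the cut were filed as inactive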
# NPY-Y1 antag: antagonists of human neuropeptide Y receptor Y1; P25929; AID 1040; HEK293-CNG Y1 cells, membrane potential fluorescence; NPY at EC95, then isoproterenol; 200,000 tested, 1% active; inhibition, % at 3.6 µM;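 active = inhibition above the campaign mean inhibition of all tested compounds plus 3 SD, cut at about 20% in these data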;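 also: 0% = DMSO wells given NPY plus isoproterenol and 100% = isoproterenol alone without NPY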
#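 Assay system: HEK293 cells with Y1 receptor plus CNG channel | Probe or stimulus: NPY (25 nM), isoproterenol (1 µM), Ro 20-1724 (25 µM) | Timing: Compound incubation 1 h at room temperature, readout 45 min post-stimulation | Measured by: Membrane-potential fluorescent dye readout | Benchmarks: High control isoproterenol alone, low control NPY with isoproterenol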
# Hck-Nef inh: blocks Nef-activated human Hck kinase | P08631 | Recombinant Hck-YEEI plus Nef, Z-Lyte FRET kinase assay | inhibition, % at 20 µM | 220,000 tested, 0.68% active;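 active = Hck-Nef kinase inhibition above about 50%, limit read from the data; inactive = inhibition below that limit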;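 also: 0% = DMSO with Hck plus Nef and 100% = Hck alone without Nef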
# Numbers without * were called inactive; · = no result given.
SMILES,RBBP9 inhibitor,Runt-SMMHC FRET,Mdm2 ligase inh,NPY-Y1 PAM-ag,Runt-CBFb FRET,p97 ATPase inh,NPY-Y2 PAM-ag,NPY-Y1 antag,Hck-Nef inh
COc1ccc(OC(C)C(=O)N2CCN(c3ccccn3)CC2)cc1 (centres undefined),-1,-1,-5,2,0,-1,-4,1,-9
COc1cccc(-c2nc(Oc3cc(C)cc(C)c3)c3ccccc3n2)c1O,2,-2,-16,-9,0,0,-15,4,12
O=C(NNS(=O)(=O)c1ccc2ccccc2c1)c1cc(-c2ccccn2)nc2ccccc12,-5,-2,-19,-13,-3,-2,-24,2,3
COc1ccccc1NC(=O)c1ccccc1NS(=O)(=O)c1cccs1,-12,2,-16,-7,-2,-3,5,1,15
CCN(c1ccccc1)S(=O)(=O)c1ccc(Cl)c(NC(=O)CSc2n[nH]c(N)n2)c1,-4,-2,-6,15,-1,2,14,4,-3
COc1ccc(S(=O)(=O)Nc2ccccc2-c2nnn(CC(=O)Nc3ccccc3OC)n2)cc1,-18,0,-2,8,3,6,4,-5,4
CCOC(=O)C1(Cc2ccc(Cl)cc2)CCN(Cc2cn(CC)nc2C)CC1,1,4,-7,6,2,-1,-2,·,20
COC(=O)N1CCN(c2ccc(C)cc2)C(C)C1 (centres undefined),-2,2,-2,2,2,1,12,13,1
COC(=O)Nc1nnc(Cc2ccc(Cl)cc2)s1,3,-2,-1,-21,-2,1,-9,2,-2
CCOC(=O)c1ccc(S(=O)(=O)N2CCN(C(=O)c3nn(C)c(=O)c4ccccc34)CC2)cc1,-4,2,1,-15,-2,0,-1,5,19
O=C(CNC1CC1)Nc1cc(C(F)(F)F)ccc1Cl,3,2,-10,12,0,3,-8,·,5
Cc1cc2nc(SCC(=O)O)nc(C)c2cc1C,-4,0,3,4,2,1,-12,4,1
O=C(Nc1ccc(S(=O)(=O)Nc2nccs2)cc1)c1cc(=O)[nH]c2ccccc12,-3,-5,-15,-18,-1,3,9,·,9
O=C(CSCc1cnn(-c2ccccc2)c1-n1cccc1)NCc1ccccn1,-2,3,0,0,-1,0,-3,16,24
O=C(CSc1nc2ccccc2s1)NNC(=S)Nc1ccc(Br)cc1,-7,-2,-18,-16,0,-5,-22,7,1
O=C(Nc1ccc(Cl)cc1C(=O)O)c1ccc2c(c1)C(=O)N(Cc1ccco1)C2=O,-8,18,-14,-4,22,0,-4,-4,6
COc1cc(C(=O)NCc2ccc(-n3cccc3)cc2)cc(OC)c1OC,-5,-2,19,-24,-4,4,-14,3,20
CCCOc1ccccc1N/C(=N/c1nc(C)cc(C)n1)NC(=O)COc1ccc(OC)cc1,-5,1,-8,-13,-6,-5,-2,3,0
CNc1sc(C(=O)c2ccccc2F)c(N)c1-c1nc2ccccc2s1,-3,-2,-16,12,5,-3,10,-6,-1
CCNC(=S)N/N=C/c1c(Cl)cccc1Cl,-10,3,-12,-30,-2,-6,-15,7,-1
CCO/C=C1\C(=O)N(c2ccccc2)C(=O)c2ccccc21,-9,-7,-8,-9,-3,-2,8,5,1
COc1ccc(C2SCCN2C(=S)Nc2ccc(Cl)cc2)cc1 (centres undefined),4,-3,-11,-13,4,3,10,-6,1
COc1cc2nc(=S)n3[nH]c(CCn4nc(C)cc4C)nc3c2cc1OC,-8,12,-11,0,11,0,1,0,-2
CCSc1ccccc1C(=O)Nc1cc(C)on1,2,1,11,-21,1,3,9,5,6
Cc1cccc(NC(=O)c2ccccc2NC(=O)Cc2ccccc2)c1C,-10,-1,-1,-27,·,1,-9,4,3
Cc1[nH]n(-c2cccc([N+](=O)[O-])c2)c(=O)c1-c1ccccc1,-5,-2,-5,-1,-1,10,5,5,36
Fc1cnc(N2CCN(c3ccccc3)CC2)nc1N1CCN(c2ccccc2)CC1,-3,11,2,-13,0,5,-1,1,-3
O=C(C(Cl)Cl)N1c2ccccc2OCC1c1ccccc1 (centres undefined),-6,-8,-3,28,1,-8,32,0,0
Cc1ccc(NC(=O)c2ccc([N+](=O)[O-])cc2)cc1S(=O)(=O)N(C)C,-5,-2,13,-8,1,4,0,0,26
CSc1ccccc1NC(=O)CN1CCCCC1C (centres undefined),-12,-2,-7,9,-1,-1,0,-2,25
CC(C)=CCN1CCN(Cc2cccn2-c2ncccn2)CC1CCO (centres undefined),-3,4,-1,-1,0,9,-3,6,20
O=C(CNC(=O)c1cccs1)N/N=C/c1ccc(O)cc1O,3,-3,9,4,·,1,-5,6,11
O=C(NC1CC2CCC(C1)N2C(=O)NCc1ccccc1)C1CC1 (centres undefined),-7,3,-15,-7,0,5,5,5,2
COc1ccc2c(c1)cc(C)c1nnc(SCC(=O)N(C)c3nc(-c4ccccc4)cs3)n12,-2,4,-42,12,-3,-3,-17,4,0
O=C(Oc1ccc([N+](=O)[O-])cc1)c1ccc2ccccc2n1,0,-2,-7,-9,1,1,21,-6,1
COc1ccc(OCCCC(=O)Nc2ccc3c(c2)OCCO3)cc1,4,0,·,-19,-1,0,-13,11,2
O=C(O)c1cn(-c2ccccc2)nc1-c1ccc(Cl)cc1,-3,·,·,-16,·,-4,-10,4,-14
COC(=O)c1cc(NC(=O)CSC2=NCCS2)cc(C(=O)OC)c1,-1,-6,-7,-7,0,-2,-1,-2,-4
Cc1c(Cl)c(C(F)(F)F)nn1CC(=O)NCc1ccco1,1,2,-23,-2,·,5,-3,0,19
CC(C)NC(=O)Nc1cccc(Cl)c1,2,-4,-11,-10,0,5,-17,·,-5
CCc1ccccc1NC(=O)c1cc(-c2ccc(F)cc2)on1,-3,2,-5,14,-1,0,24,2,4
CCOC(=O)c1ccc(Oc2ccc(C(F)(F)F)cn2)cc1,-5,0,3,-8,-2,-3,-8,3,-4
O=S1CCCSC1c1cccnc1 (centres undefined),4,0,-6,-14,-2,3,-4,-1,1
O=C(Oc1ccc(-c2ccccc2)cc1)C1C2CCCCC21 (centres undefined),-11,0,-8,-8,0,-1,4,-2,-7
Cc1ccc(C(C(=O)NC2CCCCC2)N2CCN(C(=O)c3ccco3)CC2)cc1 (centres undefined),3,-6,-2,3,·,-4,0,-1,0
CCCCN(C(=O)NC(=O)Nc1cccc(C)c1C)S(C)(=O)=O,-2,2,-20,2,-2,8,13,-4,4
CCOc1ccc(/C(CCC(=O)O)=N/NC(=S)NCCc2ccccc2)cc1,-10,-5,-2,-28,-10,-7,-27,10,1
Cc1ccc(-n2c(C)cc(C(=O)CN3CCOCC3)c2C)cc1C,-7,2,-17,3,0,3,1,4,27
COc1ccc(-c2cc(C(F)F)n3ncc(C(=O)Nc4cc(C)on4)c3n2)cc1,1,-6,-10,18,4,6,4,-3,21
CC(C)(C)N/N=C1\CC(c2ccccc2)Oc2ccccc21 (centres undefined),-7,-1,-10,-11,-2,5,0,7,2
N#C/C(=C\c1ccc([N+](=O)[O-])cc1)c1ccccn1,-6,3,-13,-12,2,0,-14,3,25
Cn1c(CCC(=O)Nc2ccccc2F)nnc1SCC(=O)Nc1ccccc1Cl,-1,-4,-1,5,1,8,-4,3,19
Cc1cccc(NC(=O)CSc2nnnn2-c2cccnc2)c1,-7,0,2,25,·,0,0,-2,-1
CC(c1ccco1)N(C(=O)c1ccc(C#N)cc1)c1ccccn1 (centres undefined),1,2,-15,-12,0,4,-12,4,4
Cn1c(=O)c2c(ncn2CC(=O)N/N=C/C(Cl)=C/c2ccccc2)n(C)c1=O,-7,1,6,13,-4,4,3,4,-1
CC1=CS(=O)(=O)CC1Sc1nc2ccccc2[nH]1 (centres undefined),-16,-8,-2,-5,0,-3,1,-2,0
Cc1ccc(S(=O)(=O)N(C)C)cc1-n1c(SCC(=O)Nc2ccc(F)cc2)nc2ccccc2c1=O,-10,3,-10,-15,1,7,-1,10,4
N#Cc1c(N)nc2c(c1-c1ccc3c(c1)OCO3)CCCCCC2,0,3,-12,11,0,3,6,-1,3
O=S(=O)(N/N=C1/CCCc2ccccc21)c1ccc(Br)cc1,-6,2,-2,-20,-2,-1,11,-3,7
O=c1c2ccccc2nnn1Cc1ccc(Br)cc1,-1,-6,-8,-5,2,4,-17,4,19

# Other results follow.
SMILES,RBBP9 inhibitor,Runt-SMMHC FRET,Mdm2 ligase inh,NPY-Y1 PAM-ag,Runt-CBFb FRET,p97 ATPase inh,NPY-Y2 PAM-ag,NPY-Y1 antag,Hck-Nef inh
O=C(NCC1CCS(=O)(=O)C1)Oc1ccccc1 (centres undefined),-3,2,-10,4,-2,-5,6,3,-1
CCOC(=O)Cn1c(=NC(=O)c2nc3ccccc3s2)sc2cc(S(N)(=O)=O)ccc21,-4,-2,-5,2,-4,-2,2,0,13
Cc1ccsc1/C=N/NC(=O)C(N)=O,-8,1,-14,3,1,6,-5,-1,23
CC1=C(C(=O)Nc2ccccc2)C(c2ccc(C(C)C)cc2)N2C(=O)CSC2=N1 (centres undefined),-10,-2,·,10,-3,1,4,1,7
O=C(/C=C/c1ccccc1)N/C(=C/c1ccccc1)C(=O)NCCO,-8,-2,2,0,-1,1,-3,2,0
CCS(=O)(=O)Nc1cccc(C(=O)CC2(O)C(=O)Nc3ccccc32)c1 (centres undefined),-10,-3,-11,1,1,1,-2,3,0
CC(C)COC(=O)c1ccc(NC(=O)C2C3C=CC(C3)C2C(=O)O)cc1 (centres undefined),-12,3,-17,7,0,3,-3,-3,3
COc1ccc(C(=O)C2CC2c2ccc3c(c2)OCO3)cc1 (centres undefined),-3,-3,-9,-32,-1,3,-8,8,29
O=C(CCc1nnc(CCCCc2ccccc2)o1)N(CCO)Cc1ccccc1,-5,1,4,8,-3,0,-25,2,5
Cc1nn2c(NCCN3CCOCC3)c3c(nc2c1-c1ccccc1)CCCC3,9,-8,·,15,-4,2,11,·,17

# Taken from above.
# Entry of CC1=C(C(=O)Nc2ccccc2)C(c2ccc(C(C)C)cc2)N2C(=O)CSC2=N1 (centres undefined) under Runt-CBFb FRET: -3
# Entry of Cc1ccsc1/C=N/NC(=O)C(N)=O under Runt-SMMHC FRET: 1
# Entry of CCS(=O)(=O)Nc1cccc(C(=O)CC2(O)C(=O)Nc3ccccc32)c1 (centres undefined) under NPY-Y1 PAM-ag: 1

# The order is random; any-hit rate near 3.5%.
